PPARg SRC2 recr = agonists of PPARg-SRC-2 recruitment, primary screen, biochemical, HTS; Peroxisome proliferator-activated receptor gamma (Homo sapiens), P37231; PPARgamma LBD-SRC-2 recruitment; activation, % at 8 µM; 200,000 compounds, 0.34% hits; AID 1032, 2008; in the data active = activation above about 22%;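 also: 0% = vehicle and 100% = reference agonist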
Target sequence (P37231 whole entry, looked up, the tested form may be a part): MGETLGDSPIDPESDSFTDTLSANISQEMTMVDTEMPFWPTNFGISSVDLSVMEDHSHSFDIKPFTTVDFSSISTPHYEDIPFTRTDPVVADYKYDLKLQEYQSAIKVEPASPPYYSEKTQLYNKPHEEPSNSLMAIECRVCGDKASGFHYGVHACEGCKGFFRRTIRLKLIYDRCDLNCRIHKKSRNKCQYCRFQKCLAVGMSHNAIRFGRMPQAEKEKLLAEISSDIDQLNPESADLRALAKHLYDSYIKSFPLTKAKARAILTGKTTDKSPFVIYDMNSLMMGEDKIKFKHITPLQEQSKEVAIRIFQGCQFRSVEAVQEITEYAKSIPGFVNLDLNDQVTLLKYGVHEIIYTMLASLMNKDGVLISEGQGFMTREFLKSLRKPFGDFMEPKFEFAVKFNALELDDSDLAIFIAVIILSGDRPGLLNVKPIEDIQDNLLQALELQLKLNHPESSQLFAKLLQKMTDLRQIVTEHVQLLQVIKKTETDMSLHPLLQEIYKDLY
PPARg SRC-1 ag = PPARgamma agonists recruiting SRC-1 coactivator, primary screen, biochemical; 200,000 compounds, 0.41% hits; PPARgamma-SRC-1 coactivator recruitment biochemical assay; activation, % at 8 µM; in the data active = activation above about 19%;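 also: 0% = DMSO and 100% = reference agonist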
L major viab = Leishmania major promastigote growth inhibition, primary screen | AID 1063, 2008 | 200,000 compounds, 9% hits | inhibition, % at 10 µM | Leishmania major promastigotes, resazurin fluorescence viability; in the data active = inhibition above about 50%;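 also: promastigotes grown with compound for 44 hours at 28 °C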
HMGR II inh = inhibitors of E. faecalis class II HMGR, primary screen, biochemical, Enterococcus faecalis | HMG-CoA reductase (Enterococcus faecalis, mvaE) | purified E. faecalis HMGR, NADPH absorbance 340 nm kinetic | inhibition, % at 10 µM | 190,000 compounds, 0.41% hits | AID 1066, 2008;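 active = inhibition above a set limit, the median over all tested compounds plus 3 SD, cut at about 9.5% in these data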;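 also: enzyme runs in reverse so mevalonate oxidation gives rising NADPH absorbance; 0% = complete reaction with DMSO and 100% = background rate lacking mevalonate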
PPARg SRC-3 ag = PPARgamma agonists recruiting SRC-3 coactivator, primary screen, biochemical; Peroxisome proliferator-activated receptor gamma (Homo sapiens), P37231; biochemical PPARgamma/SRC-3 coactivator recruitment assay; activation, % at 8 µM; 200,000 compounds, 0.26% hits; AID 731, 2007; in the data active = activation above about 23%;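 also: 0% = DMSO and 100% = reference agonist; some compounds past the cut are filed as inactive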
TR-FRET SRC-2 ct = TR-FRET signal artefacts, primary screen, artefact control for PPARgamma SRC-2 agonist project, biochemical; TR-FRET artefact counter-screen; active compounds read high; TR-FRET ratio at 8 µM; 200,000 compounds, 0.4% hits; in the data active = TR-FRET ratio above about 2000; also: inactives centre near 1500
RAM inhibit = inhibitors of the yeast RAM network, primary screen, dse1pr::URA3 reporter, 5-FOA selection | S. cerevisiae dse1pr::URA3 reporter, 5-FOA growth OD615, 2 d; analog-sensitive cbk1-as2 kinase mutant strain | inhibition, % at 50 µM | 190,000 compounds, 1.8% hits | AID 868, 2007;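 active = inhibition above a set limit, 3 SD over mean compound inhibition, cut at about 8.4% in these data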;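 also: 0% = DMSO-only wells with no growth and 100% = 10 µM 1-NA-PP1 full growth; inhibition rescues growth on 5-FOA so higher OD means more RAM inhibition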
bIAP inhibitor = bovine intestinal alkaline phosphatase inhibitors, primary screen, selectivity assay for TNAP inhibitor project, biochemical, bovine IAP, CDP-star luminescence; alkaline phosphatase, intestinal [Bos taurus]; purified bovine IAP, 30 min; inhibition, % at 20 µM; 190,000 tested, under 10 active; AID 1019, 2008;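 active = over 50% inhibition of intestinal alkaline phosphatase at 20 µM in the single-dose screen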
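test system = bovine IAP enzyme | medium = DEA buffer 100 mM, pH 9.8, with MgCl2 1.0 mM, ZnCl2 0.02 mM | detection = luminescence | dosing = single compound dose of 20 µM, 2% DMSO final | incubation = 30 min reaction at room temperature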
ROMK primary = ROMK potassium channel modulators, primary screen, cell-based, thallium flux, MLSMR library | Tet-inducible ROMK, thallium flux fluorescence; actives lie on both sides | B-score at 10 µM | 130,000 compounds, 2% hits | AID 1918, 2009;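 active = signal ratio slope over the read window, or its plate-corrected B-score, at least 3 SD from the plate mean, either direction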;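 also: B-score of the F/F0 ratio slope over 7 to 12 s after thallium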
S1P3 antag = S1P3 receptor antagonists, primary screen, cell-based; 170,000 compounds, 0.27% hits; inhibition, % at 4.98 µM; Sphingosine 1-phosphate receptor 3 (Homo sapiens), Q99500; CHO S1P3 NFAT-BLA reporter, FRET fluorescence, antagonist mode; AID 485, 2006;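 active = inhibition above the plate cutoff, the mean inhibition of test wells on that plate plus 3 SD, cut at about 28% in these data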;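 also: cells challenged with S1P at its EC80 of 0.8 µM; blue over green emission ratio from cleaved BLA substrate after 4 h stimulation; 0% = S1P-stimulated wells and 100% = unstimulated DMSO-only wells; some compounds past the cut are filed as inactive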
Target sequence (Q99500 whole entry, looked up): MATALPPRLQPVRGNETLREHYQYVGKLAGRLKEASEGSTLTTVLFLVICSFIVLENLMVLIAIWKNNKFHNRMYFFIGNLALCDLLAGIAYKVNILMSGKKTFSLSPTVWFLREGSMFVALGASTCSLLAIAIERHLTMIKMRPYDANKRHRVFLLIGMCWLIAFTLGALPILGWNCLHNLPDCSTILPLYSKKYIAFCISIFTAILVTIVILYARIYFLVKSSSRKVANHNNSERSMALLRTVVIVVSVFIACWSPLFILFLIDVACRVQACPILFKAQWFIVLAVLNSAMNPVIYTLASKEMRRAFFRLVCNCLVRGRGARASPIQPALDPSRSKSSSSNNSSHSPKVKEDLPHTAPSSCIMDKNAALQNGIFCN
Redox H2O2 prof = compounds producing H2O2 with reducing agent – biochemical, NIH compound library profiling, artefact control for MLSCN library redox annotation, primary screen; DTT-dependent redox cycling H2O2, phenol red/HRP absorbance; 100% = 100 µM peroxide control, 0% = buffer; activation, % at 10 µM; 200,000 compounds, 0.03% hits; AID 878, 2007;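 active = activation of at least 50% relative to the plate's high and low controls in the primary single-dose screen; inactive = activation below 50%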;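 also: compound incubated with DTT at 0.8 mM final as the reducing agent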
An asterisk follows results filed as active; . = no result given.

SMILES | PPARg SRC2 recr | PPARg SRC-1 ag | L major viab | HMGR II inh | PPARg SRC-3 ag | TR-FRET SRC-2 ct | RAM inhibit | bIAP inhibitor | ROMK primary | S1P3 antag | Redox H2O2 prof
Cc1nc2nc(-c3ccco3)[nH]n2c(=O)c1C | 12 | 3 | -1 | -1 | 5 | 1612 | 0.0 | 5 | 0.8 | . | 0.3
C/C(=N\NC(=O)CC1N=C(Cc2ccccc2)NNC1=O)c1ccc(Cl)cc1Cl (stereo not drawn) | 11 | 8 | 15 | 1 | 10 | 1588 | 1.3 | -2 | . | . | 1.3
O=C(CSc1nc2ccccc2[nH]1)N=Nc1c(O)[nH]c2ccccc12 | 2 | 0 | 7 | 2 | 0 | 1495 | 0.4 | 4 | -0.35 | -9 | 0.3
COc1ccc(NC(=S)NCCSc2ccc(Cl)cc2)c(OC)c1 | -1 | 0 | 100* | -5 | 9 | 1564 | 5.1 | 26 | . | . | 3.4
CCn1c2ccccc2c2nnc(SCC(=O)NC(CC(C)C)C(=O)OC)nc21 (stereo not drawn) | 10 | 4 | 0 | -2 | 4 | 1732 | 4.4 | 8 | 1.1 | 11 | -0.8
CCOC(=O)N1CCC(N2Cc3cccc(C(=O)Nc4ccc(CC)cc4)c3C2=O)CC1 | 14 | 7 | 8 | -1 | 22 | 1566 | 2.3 | -10 | . | . | -1.7
O=C1C2C3C=CC(C3)C2C(=O)N1c1ccc(Cc2ccncc2)cc1 (stereo not drawn) | 13 | 11 | -1 | 2 | 10 | 1502 | 1.5 | 4 | . | . | 1.8
Cc1nn(C)c(C)c1N=Cc1c(O)ccc2ccccc12 | -3 | -4 | -9 | -3 | -15 | 1592 | -0.3 | 14 | -0.00045 | 31 | 1.5
CC1CCCC(C)N1C(=O)C1CCCCC1 (stereo not drawn) | -6 | -9 | -7 | 2 | -4 | 1411 | -0.9 | -30 | 0.58 | -10 | -0.6
C=C(Cl)COC(=O)[C@H]1C2C=CC(C2)C1C(=O)O (stereo partly drawn) | 0 | 8 | 5 | -3 | -15 | 1472 | 5.7 | 7 | . | -10 | -3.6
CCC(=O)Nc1ccc(C(=O)NNC(=O)C(c2ccccc2)c2ccccc2)cc1 | -4 | 5 | -1 | -4 | 0 | 1512 | 5.7 | -12 | . | -8 | 0.5
O=C(Cc1ccccc1)N1CCCC(c2nc(-c3cccs3)no2)C1 (stereo not drawn) | -5 | -10 | 0 | 0 | 1 | 1452 | -0.1 | 9 | . | -28 | 2.0
CCC(C)NC(=O)Cn1nc(C(F)(F)F)c2c1CCC2 (stereo not drawn) | 4 | 1 | -5 | -3 | 5 | 1672 | 2.4 | -11 | -0.033 | -11 | 0.6
S=C(Nc1ccccc1)Nc1cc(Cl)ccc1Oc1ccccc1 | -6 | 3 | 15 | -2 | -2 | 1388 | 2.5 | 7 | . | . | 2.7
O=C(NCc1ccco1)c1cccc(S(=O)(=O)N2CCOCC2)c1 | -2 | 0 | -1 | -5 | -6 | 1491 | 0.7 | 1 | . | -21 | -0.6
O=C(O)c1cccc(N=NN2CCOCC2)c1 | 3 | 3 | -6 | -3 | 9 | 1442 | 1.0 | 0 | -0.0055 | -14 | -0.7
O=C(CN1CCOCC1)N/N=C/C=C/c1ccccc1 | 2 | 6 | -4 | 0 | -1 | 1680 | 2.2 | 2 | 0.063 | -11 | 0.2
CCC1(CC)NC(=O)N(CC(=O)OCC(=O)NC(=O)c2ccccc2)C1=O | 2 | 4 | 10 | -1 | -1 | 1551 | 0.0 | -11 | -0.37 | 1 | -1.4
Nc1nc(=S)[nH]c2c1C1(CCCC1)Cc1ccccc1-2 | 6 | 5 | -1 | -2 | 17 | 1675 | 6.2 | 15 | -0.43 | . | -4.2
COC(=O)c1ccc(Cn2nc(C)c(Br)c2C)cc1 | 0 | 4 | 3 | -2 | -2 | 1529 | -0.4 | 20 | . | 13 | 2.0
Cc1ccc(-c2nc3ccccc3[nH]2)cc1NC(=O)c1sc2cc(Cl)ccc2c1Cl | -9 | -3 | 36 | -6 | 0 | 1486 | 0.9 | 24 | . | -18 | 0.3
CC(=O)Nc1ccc(NS(=O)(=O)c2ccc3[nH]c(=O)[nH]c3c2)cc1 | 5 | 6 | -3 | 2 | 1 | 1523 | 0.9 | -6 | 0.022 | -8 | 0.2
CCOC(=O)c1noc(C)c1C(=O)Nc1cccc(F)c1 | 6 | 7 | -10 | -2 | 10 | 1704 | 0.1 | 10 | . | . | 1.5
CCC(Sc1nc(-c2ccccc2)c(C#N)c(=O)[nH]1)C(=O)Nc1nnc(C)s1 (stereo not drawn) | 9 | 10 | -18 | 0 | 14 | 1565 | 4.0 | 2 | . | . | 0.6
O=S(=O)(c1ccc(Br)s1)N1CCCCC1 | 0 | 0 | -4 | 0 | 7 | 1706 | 0.3 | 20 | . | 8 | 2.5
O=C(OCCOc1ccc(Br)cc1)c1ccc(Cl)nc1 | 11 | 7 | -7 | -6 | 6 | 1787 | -0.9 | 8 | -0.59 | -27 | -0.9
CCC1(c2ccc(F)cc2)NC(=O)N(CC(=O)Nc2ccc(C)c(S(=O)(=O)N3CCOCC3)c2)C1=O (stereo not drawn) | 8 | 15 | 0 | 2 | 2 | 1684 | -0.4 | -5 | 0.53 | -6 | -0.9
Cc1cc(-c2ccccc2)nc(N(C)NC(=O)c2c(F)cccc2F)c1S(C)(=O)=O | -8 | 1 | 27 | -1 | 1 | 1534 | 1.3 | 2 | -0.097 | . | 0.1
CC(C)(C)NS(=O)(=O)c1ccc(Oc2ncc(C(F)(F)F)cc2Cl)cc1 | -1 | 2 | -5 | -6 | -4 | 1453 | 1.7 | 10 | . | . | -0.4
CCn1cc(C(=O)N2CCCCC2)c(=O)c2cc(S(=O)(=O)N3CCC(C)CC3)ccc21 | 6 | 3 | -9 | 3 | 9 | 1535 | 1.0 | 4 | . | 11 | 0.2
CC(C)CN(C(=O)CN1CCN(c2ccccc2F)CC1)c1c(N)n(CC(C)C)c(=O)[nH]c1=O | 11 | 9 | 42 | -2 | 5 | 1809 | -0.8 | 48 | -0.0016 | -8 | -0.4
CN(C)/C=C(\C=O)c1c(Cl)cccc1Cl | 8 | 2 | -2 | -4 | 5 | 1626 | -0.7 | 12 | -0.3 | 4 | -2.1
COc1ccccc1N(C)S(=O)(=O)c1ccc(C(=O)OCC(=O)N2CCCCCC2)cc1 | 3 | 3 | 100* | -1 | 1 | 1458 | 2.4 | -12 | 0.29 | -23 | -3.6
O=C1CCc2cc(S(=O)(=O)NC(C(=O)NCc3cccnc3)c3ccccc3)ccc2N1 (stereo not drawn) | 3 | 11 | -1 | -2 | -7 | 1525 | -1.3 | 0 | . | -6 | -3.0
O=C1N/C(=N/N=C/c2ccccc2)SC1(c1ccccc1)c1ccccc1 | 11 | 0 | -7 | -12 | 1 | 1496 | 6.0 | 0 | 0.98 | . | -0.3
Cc1nc2ccccc2c(=O)n1NC(=O)C1CC1C (stereo not drawn) | -2 | 3 | -5 | -5 | 4 | 1931 | 0.9 | -10 | 0.37 | -3 | -1.1
CCN(CC)S(=O)(=O)c1ccc(OC)c(NC(=O)c2ccc3c(c2)OCO3)c1 | -2 | -8 | 14 | -5 | -4 | 1457 | 1.3 | 3 | 0.29 | 9 | -0.7
O=C(NCCc1ccccc1)Nc1ccc2c(c1)OCO2 | 6 | -5 | 12 | -7 | -1 | 1389 | -0.6 | 3 | -0.61 | 6 | 0.3
O=C1CCc2cc(S(=O)(=O)NC(Cc3ccccc3)C(=O)N3CCN(c4ccccn4)CC3)ccc2N1 (stereo not drawn) | -3 | 2 | -2 | -8 | 8 | 1635 | 0.9 | -1 | . | 8 | 0.1
CCOC(=O)N1CCN(c2c(NCCCN3CCCC(C)C3)c(=O)c2=O)CC1 (stereo not drawn) | 1 | -1 | -4 | 3 | 6 | 1678 | -0.2 | -10 | . | . | -0.4
O=c1ccn(-c2cccc(C(F)(F)F)c2)nc1-c1ccn(-c2cccc(Cl)c2)n1 | 11 | 1 | 6 | -5 | -13 | 1713 | 0.9 | 5 | . | . | 1.6
COc1n[nH]c(C(=O)NCc2ccccc2)c1[N+](=O)[O-] | -9 | -4 | -4 | 12* | 2 | 1501 | 0.6 | -1 | 0.24 | 5 | 0.1
CCOC(=O)c1sc(Nc2cccc(C)c2C)nc1C | -6 | 7 | 3 | 3 | 7 | 1583 | 0.8 | -4 | . | . | -4.1
COc1ccc(NC(=O)CCc2c(C)nc3nc(C)nn3c2C)cc1 | 13 | 0 | -4 | 0 | 6 | 1698 | 0.3 | 3 | . | . | 0.9
COc1ccc(N2CC(NC(=O)N3CCc4ccccc43)CC2=O)cc1OC (stereo not drawn) | -3 | 1 | 6 | 1 | 2 | 1696 | 0.4 | -11 | -0.63 | -12 | 0.0
COC(=O)c1cc(Br)c(=O)n(-c2cccc(F)c2)c1 | -4 | 7 | -2 | -8 | 0 | 1568 | 0.5 | -1 | . | . | 2.3
Cc1cc(C=C2C(=O)c3ccccc3C2=O)c(C)n1C | 1 | 8 | 0 | -2 | 4 | 1638 | 5.4 | 9 | 0.43 | -14 | -0.5
Cc1nc(CNS(=O)(=O)c2ccccc2F)cs1 | -6 | -5 | -7 | -3 | -2 | 1380 | 1.9 | 4 | -2 | -21 | 0.5
Cc1ccc(N(CC(O)Cn2nc(C)cc2C)S(=O)(=O)c2ccc3ccccc3c2)cc1 (stereo not drawn) | -5 | -4 | 76* | -5 | -3 | 1587 | 7.5 | -15 | . | -3 | 0.4

Sorted by value in RAM inhibit (ascending): three of the compounds above
| compound | PPARg SRC-1 ag | HMGR II inh | RAM inhibit | bIAP inhibitor | ROMK primary | S1P3 antag | Redox H2O2 prof |
| --- | --- | --- | --- | --- | --- | --- | --- |
| O=C1CCc2cc(S(=O)(=O)NC(Cc3ccccc3)C(=O)N3CCN(c4ccccn4)CC3)ccc2N1 (stereo not drawn) | 2 | -8 | 0.9 | -1 | . | 8 | 0.1 |
| CCN(CC)S(=O)(=O)c1ccc(OC)c(NC(=O)c2ccc3c(c2)OCO3)c1 | -8 | -5 | 1.3 | 3 | 0.29 | 9 | -0.7 |
| Cc1nc(CNS(=O)(=O)c2ccccc2F)cs1 | -5 | -3 | 1.9 | 4 | -2 | -21 | 0.5 |

From PubChem

Compounds were not picked by outcome (roughly 13% active in at least one column).
